UDG counter: counter-screen for AID inhibitors: uracil-DNA glycosylase inhibition; AID 1347430; 91,000 tested, 0.14% active; Potency, µM (titrated, usually from 115 µM), without a hit: at the highest dose activity change, negative = inhibition, usual class: inhibitors; FRET deamination/UDG coupled assay, UDG read, 4 h; further: nearly all actives have a fitted effect of over 65% in size
AID inhibitor: inhibitors of human activation induced cytidine deaminase | AID deamination FRET fluorescence, UDG-coupled, 4 h | Potency, µM (doses to about 115 µM), inactives show at the top dose activity change, negative = inhibition, actives largely listed as inhibitors | 91,000 tested, 0.32% active; further: nearly all actives have a fitted effect of over 25% in size
Target sequence (Q9GZX7 whole entry, looked up): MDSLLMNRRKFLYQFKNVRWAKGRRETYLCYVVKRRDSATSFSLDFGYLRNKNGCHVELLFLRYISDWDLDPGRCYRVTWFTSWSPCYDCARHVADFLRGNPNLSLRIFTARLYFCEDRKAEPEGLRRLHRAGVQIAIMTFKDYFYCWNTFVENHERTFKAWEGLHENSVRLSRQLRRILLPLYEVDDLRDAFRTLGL
Starred values were filed as active, the others as inactive; ? = inconclusive; [ ] = remark or other dose. The call rests on the fitted dose curve; in most records, active means well fitted curve in the direction sought with a large enough effect; inconclusive means small, poorly fitted or top-dose-only effect, or another doubt; inactive means no such curve, though single readings can be large; an effect the other way counts as inactive or inconclusive. On the % scale 0 is the no-effect control and ±100 the full control effect; potency means the concentration at half of the fitted maximal effect. Some of the compounds tested (hit frequency here may not be typical).

Results follow in this order: AID inhibitor | UDG counter
1. O=C(O)c1ccccc1NS(=O)(=O)c1cc([N+](=O)[O-])ccc1N/N=C/c1ccsc1
    ? | -7.4%
2. Cc1cccn2c(=O)c3cc(C(=O)NCc4ccccc4)c(=N)n(CCOCCO)c3nc12
    27.3% | -1.4%
3. Cc1ccc2c(COC(=O)c3cc(S(=O)(=O)N(C)C)ccc3N3CCCCC3)cc(=O)oc2c1
    1.1% | 7.3%
4. Cc1ccc(Cn2c(C)c3cnn(CC(=O)NCCc4ccc(Cl)cc4)c(=O)c3c2C)cc1
    13.1% | 1.4%
5. Cc1ccc(C)c(CN2C(=O)c3ccccc3S(=O)c3ccc(C(=O)NCc4ccccc4Cl)cc32)c1 (centres undefined)
    -18.3% | -4.1%
6. CCN(CC(=O)Nc1cccc(OC)c1)C(=O)Cc1nc(-c2ccccc2)oc1C
    -2.9% | 3.3%
7. COC(=O)c1cccc(NC2=NS(=O)(=O)c3ccccc32)c1
    0.6% | 10.7%
8. COc1ccc(-c2nc3scc(CCNS(=O)(=O)c4ccc(Oc5ccccc5)cc4)n3n2)cc1
    5.8% | -1.6%[57.5 µM]
9. Cc1ccc(-c2nc(SCC(=O)NCC3CCCO3)c3c(=O)n(C)c(=O)n(C)c3n2)cc1 (centres undefined)
    -2.0% | -2.3%
10. Cc1oc2cc(OCC(=O)N3CCCC3)ccc2c(=O)c1Oc1ccccc1
    -6.5% | 0.5%
11. CCOC(=O)C(N)C(O)c1ccccc1 (centres undefined)
    3.8% | -2.1%
12. O=C(CCC(=O)OCC(=O)c1ccc([N+](=O)[O-])cc1)Nc1cc(C(F)(F)F)ccc1Cl
    1.6% | -23.8%
13. CCCCN(C)C(=O)Cn1cnc2sc(C)c(S(=O)(=O)N3CCC(C)CC3)c2c1=O
    1.3% | -0.3%
14. C/C=C/c1c(C)nc2sc(C#N)c(N)c2c1C
    1.1% | 8.1%
15. CCCOc1ccc(CNC(=O)c2ccc(-n3c(C)cc4c3CCC(C)C4)cc2)cc1 (centres undefined)
    1.4% | -5.3%
16. COc1cccc(-n2cc(C(=O)NCc3cccc(Cl)c3)c3ccccc3c2=O)c1
    -14.8% | 1.4%
17. COc1ccc(NS(=O)(=O)c2cnc(N)nc2)cc1Cl
    16.2% | 0.2%
18. Cc1ccc(C)c(N2CCN(C(=O)NCc3noc4ccccc34)CC2)c1
    -29.1% | -13.7%
19. Cc1cccc(-n2nnnc2C(C)(C)NC2CCCCC2)c1
    3.6% | 1.7%
20. COc1ccc(-n2c(SCc3ccccc3F)nc3c([nH]c4ccccc43)c2=O)cc1OC
    9.4% | -20.5%
21. COc1ccc(OC)c(/C=C/C(=O)OC2(C(F)(F)F)C(=O)Nc3c2ccc2ccccc32)c1 (centres undefined)
    23.7% | 11.8%
22. CSc1ncc(C(=O)NCc2ccccc2Cl)c(C)n1
    -9.8% | -2.1%
23. Cc1ccc(C)c(Cn2c(=O)n(Cc3ccccc3)c(=O)c3sc4ccccc4c32)c1
    86.9% | 5.4%
24. C/C(=N/NC(=S)NC(C)C)c1ccncc1
    1.7% | -0.9%
25. COCCn1c(=N)c(C(=O)NC2CCCC2)cc2c(=O)n3cc(C)ccc3nc21
    53.7%[activator] | -2.8%
26. N#Cc1nc(-c2ccccc2)[nH]c1C#N
    25.3% | -2.6%
27. CC1=C(C(=O)OCCc2ccccc2)C(c2cccc(O)c2)C2=C(CCCC2=O)N1 (centres undefined)
    3.1% | -2.4%
28. COc1cc(C(=O)NCC(c2cccnc2)N2CCc3ccccc3C2)cc(OC)c1OC (centres undefined)
    7.4% | 21.8%
29. CCOc1ccccc1OCC(=O)Nc1cccc2cccnc12
    0.1% | -0.8%
30. Nc1nc(N2CCN(Cc3ccc(Cl)cc3Cl)CC2)c2[nH]cnc2n1
    -3.0% | 2.1%

2 records picked at random from those above:
Results follow in this order: AID inhibitor | UDG counter
6. CCN(CC(=O)Nc1cccc(OC)c1)C(=O)Cc1nc(-c2ccccc2)oc1C
    -2.9% | 3.3%
20. COc1ccc(-n2c(SCc3ccccc3F)nc3c([nH]c4ccccc43)c2=O)cc1OC
    9.4% | -20.5%

(cont.)
Results follow in this order: AID inhibitor | UDG counter
31. COc1ccc(NC(=O)N2CCOc3ccc(Cl)cc32)cc1
    11.5% | -1.9%[57.5 µM]
32. O=C(CSc1nnc(-c2ccc(Cl)cc2)o1)Nc1ccc(F)cc1
    -1.4% | 38.7%[activator]
33. CC(CCc1ccccc1)NC(=O)c1ncc(Cl)c(Cl)c1Cl (centres undefined)
    -5.0% | 3.0%
34. NC(=O)NNC(=S)NC12CC3CC(CC(C3)C1)C2
    -0.5% | -6.9%
35. COc1ccc(-c2oc3ncn4nc(-c5cccc(C)c5)nc4c3c2-c2ccc(OC)cc2)cc1
    11.1% | -0.5%
36. O=C(NC1CCCc2ccccc21)c1ncc(Cl)c(Cl)c1Cl (centres undefined)
    23.6% | -1.4%
37. CCC(Oc1ccccc1)C(=O)Nc1ccc(OCc2cc(=O)n3ccccc3n2)cc1 (centres undefined)
    0.6% | -1.1%
38. COc1ccc2ccc(OCc3cccc(C#N)c3)cc2c1
    -6.9% | -14.0%
39. Cc1nc(N2C(=O)c3oc4ccccc4c(=O)c3C2c2ccccc2F)sc1C (centres undefined)
    -4.8%[57.5 µM] | -0.3%[57.5 µM]
40. COc1ccccc1CNC(=O)CSc1nnc2ccc(-c3ccc4c(c3)OCO4)nn12
    -11.9% | -1.0%
41. Cc1cccc(-c2nc3cc(NC(=O)c4ccc(OCC(C)C)cc4)ccc3o2)c1
    2.6% | -0.6%
42. Cc1ccc(S(=O)(=O)NCC2CCC(C(=O)NCCc3ccc(Cl)cc3)CC2)cc1 (centres undefined)
    -1.7% | 0.6%[57.5 µM]
43. CC(=O)c1ccc(NC(=O)C2(c3ccc(Br)cc3)CCCC2)cc1
    -17.2% | -10.1%
44. COC(=O)c1scc(-c2ccc(C)cc2)c1S(=O)(=O)Nc1cccc(Cl)c1C
    12.9% | -17.4%
45. O=C(OC1CCOC1=O)c1ccccc1SC1CCOC1=O (centres undefined)
    1.4% | -7.7%
46. COc1cc2ncn(CCC(=O)N3CCN(c4cccc(Cl)c4)CC3)c(=O)c2cc1OC
    -4.7% | 10.9%
47. Cc1ccc(NC(=O)C2CCCN(S(=O)(=O)c3ccc4[nH]c(=O)oc4c3)C2)cc1N(C)C (centres undefined)
    -3.2% | 10.1%
48. CC(C)CC1NC(=O)N(Cc2coc(-c3ccccc3)n2)C1=O (centres undefined)
    2.1% | -2.3%
49. O=C(CSc1nc2c(c(=O)[nH]1)CCCC2)Nc1ccccc1C(F)(F)F
    11.9% | -5.1%
50. CCCN1C(=O)c2[nH]nc(-c3ccccc3O)c2C1c1ccc(OCc2ccccc2)c(OC)c1 (centres undefined)
    ? | ?
51. CN(C)CCCNC(=O)C(=O)NCC(c1ccc2c(c1)OCO2)N1CCOCC1 (centres undefined)
    5.9% | 1.1%[57.5 µM]
52. Cc1ccc(C(=O)/C=C/c2ccc(C(C)C)cc2)cc1[N+](=O)[O-]
    -24.5% | -2.8%
53. Cc1ccc(NC2(c3nnnn3-c3c(C)cccc3C)CCCC2)cc1
    -18.8% | -12.0%
54. Cn1nc(C(=O)OCCOc2ccccc2F)c2ccccc2c1=O
    -8.2% | -1.4%
55. Nc1c(C(=O)NCc2ccc3c(c2)OCO3)nnn1CC(=O)Nc1ccc(Br)cc1
    0.3% | 4.6%
56. CC1CCCN(CC(=O)Nc2oc3ccccc3c(=O)c2-c2ccccc2)C1 (centres undefined)
    -0.3% | -0.6%
57. O=C(CCl)NCCC12CC3CC(CC(C3)C1)C2
    0.5% | 5.1%
58. CCc1cccc2c(C(=O)Cn3cc(S(=O)(=O)N(CC)CC)ccc3=O)c[nH]c12
    1.3% | 10.9%
59. CCOc1ccc(C2CC(=O)n3nc(-c4ccc(C)cc4)nc3S2)cc1OC (centres undefined)
    -12.8% | -14.0%
60. CCOC(=O)CSc1nc(C)c2ccccc2n1
    -13.0% | -6.0%
61. CCCOc1ccc(-c2nonc2NC(=O)c2oc3ccc(Cl)cc3c2C)cc1OCCC
    6.4% | 6.4%
62. COc1ccc(Br)cc1CNC(=O)C1CCN(c2nnc(N3CCCC3=O)s2)CC1
    -15.8% | -1.8%
63. CC(C)CN(CCCNC(=O)CN1C(=O)CSc2ccc(S(=O)(=O)N3CCOCC3)cc21)CC(C)C
    6.6% | 11.4%
64. CCN(C(=O)CN(C)C(c1cccc(F)c1)c1ccccn1)C1CC1 (centres undefined)
    0.5% | 9.8%
65. C=CCn1c(-n2nc(C)c(C)c2C)nc2c1c(=O)n(CCN1CCCCC1)c(=O)n2C
    -12.0% | -11.6%
66. COc1ccccc1C(=O)N1CCN(c2nc3nc(C)ccc3o2)CC1
    3.1% | 4.8%
67. CN(C(=O)c1ccc2c(c1)N(Cc1ccccc1F)C(=O)c1ccccc1S2(=O)=O)C1CCCCC1
    ? | -12.4%
68. CCOc1ccc(CN2CCN(c3ncnc4sc5c(c34)CC(C)CC5)CC2)cc1 (centres undefined)
    2.1%[57.5 µM] | -9.9%[57.5 µM]
69. Cc1nc2ccn(Cc3ccco3)c(=O)c2cc1C(=O)N1CCN(c2ccc(F)cc2)CC1
    -15.3% | -9.7%[57.5 µM]
70. COc1ccccc1CCNC(=O)C(=O)NCC(c1ccco1)S(=O)(=O)c1ccccc1 (centres undefined)
    -0.2% | -11.4%[57.5 µM]
71. COc1cccc(Cn2nnc3c(=O)[nH]c(C4CCCN(C(=O)c5ccc(C)cc5)C4)nc32)c1 (centres undefined)
    -17.7% | -8.8%
72. CCOC(=O)c1ccc(NC(=O)C2CC(=O)N(c3ccc(C(C)C)cc3)C2)cc1 (centres undefined)
    4.4% | 0.4%
73. CCc1nnsc1C(=O)NC(C)c1cccc(OC(C)C)c1 (centres undefined)
    -3.6% | 0.8%
74. Cc1ccc(CNC(=O)CN2C(=O)COc3ccccc32)cc1
    4.9% | -6.0%[57.5 µM]
75. COc1ccc(Cl)cc1NC(=O)Cn1ncc2c3ccccc3n(C)c2c1=O
    8.1% | -4.5%
76. CC(O)c1ccc(-c2ccc(CNC3CCCCC3)o2)cc1 (centres undefined)
    -7.6% | -3.4%
77. CCOC(=O)c1nnn(CC(=O)NC(=O)Nc2ccc(F)cc2)c1C(=O)OCC
    8.9% | 9.2%
78. O=C(CCc1ncc(-c2ccc(F)cc2)o1)N1CCN(S(=O)(=O)c2cccc(Cl)c2)CC1
    -19.1% | 7.2%
79. O=C(Nc1ccccc1F)N1CCN(c2ccc(Cl)cc2)CC1
    -0.3% | 6.5%
80. COC(=O)c1sc2cccc(F)c2c1S(=O)(=O)N1CCN(c2ccccc2OC)CC1
    -0.8% | 14.0%

Next section:
Results follow in this order: AID inhibitor | UDG counter
81. CCC(NC(=O)NC12CC3CC(CC(C3)C1)C2)c1ccc(Cl)cc1 (centres undefined)
    3.1% | -1.7%
82. CCc1nc(SC)ncc1C(=O)NCc1cccc(Br)c1
    -5.9% | -18.5%[57.5 µM]
83. O=S(=O)(NCc1ccc(F)cc1)c1ccc2[nH]c3c(c2c1)CCCC3
    -7.3% | -6.2%[57.5 µM]
84. COc1ccc(CNC(=O)Cn2ncc3c([nH]c4ccccc43)c2=O)cc1
    9.6% | -1.9%[57.5 µM]
85. CC(=O)Nc1ccc2oc(-c3ccccc3C)nc2c1
    14.1% | 0.6%
86. C/C=C/Cn1c(NCC)nc2c1c(=O)[nH]c(=O)n2C
    -13.9% | -4.7%
87. CCOc1ccc(NC(=O)Cn2c(=O)n(CCc3ccccc3)c(=O)c3c4c(sc32)CN(C(C)=O)CC4)cc1
    18.8% | -2.7%
88. CCN1C(C(=O)c2ccccc2)=C(OC(=O)COc2ccc(OC)cc2)c2ccccc2S1(=O)=O
    -1.4% | 1.3%
89. CCCN(C(=O)Cn1c(=O)oc2cc(Cl)ccc21)c1ccc(C(C)C)cc1
    -0.6% | -11.5%
90. COc1ccc2cc(S(=O)(=O)c3ccc(C(C)C)cc3)c(=O)oc2c1
    -7.3% | -6.4%
91. CC(N(C)c1ccccc1)=[N+](C)c1ccccc1
    -4.0% | -8.9%
92. CCOc1ccc2c(c1)c(=O)c(S(=O)(=O)c1ccc(C)cc1)cn2Cc1ccccc1Cl
    ? | -17.3%
93. C=CCOc1ccccc1NC(=O)Cc1ccccc1
    -2.1% | -7.9%
94. COc1ccc(NC(=O)c2c(-c3ccccc3)c(-c3ccccc3)nn(C)c2=O)c(OC)c1
    ? | -4.8%[57.5 µM]
95. O=C(NCCc1ccccn1)c1ccc2c(c1)CCCC2
    -7.3% | -3.4%
96. CN(C)C(=O)COC(=O)c1ccccc1-c1nc2ccccc2s1
    2.3% | 8.4%
97. CCN(Cc1nc(-c2ccc(OC)cc2)oc1C)S(=O)(=O)c1ccc(C)cc1
    -20.6% | ?
98. COC(=O)c1ccc(COC(=O)c2cc3c(s2)CCC3)o1
    -26.4% | -3.3%
99. CCCSC1=C(C#N)C(c2ccc(O)cc2)CC(=O)N1 (centres undefined)
    5.4% | 0.3%
100. CCc1ccc(C(=O)NC(C)C2CCCO2)s1 (centres undefined)
    4.4% | 5.8%
101. CCOC(=O)c1[nH]c2c(c1CCC1CCCCC1)C(=O)CC(c1ccccc1)C2 (centres undefined)
    -10.3% | 1.9%
102. CC(C)(/C=N/O)/[N+]([O-])=C/c1ccc(F)cc1
    7.9% | 12.1%
103. COc1ccc(-c2nn(C)c(=O)c3ccccc23)cc1NC(=O)c1ccccc1
    -21.2% | -3.7%
104. CCOC(=O)CC(NC(=O)c1cc2cc(Cl)ccc2oc1=O)c1ccccc1Cl (centres undefined)
    0.2% | 9.1%
105. CC(NC(=O)c1cc2ccccc2[nH]1)c1ccccc1 (centres undefined)
    0.3% | 6.8%
106. O=C(COC(=O)C1(c2ccc(F)cc2)CCCC1)Nc1ccc([N+](=O)[O-])cc1C(F)(F)F
    -5.4% | -2.2%
107. CCCn1cc2c(C(F)(F)F)cc(=O)n(CCC(=O)O)c2n1
    -10.2% | -9.9%

Assay outcomes deposited in PubChem BioAssay by National Center for Advancing Translational Sciences (NCATS).
